S3 lipid droplet = qHTS Assay for Lipid Storage Modulators in Drosophila S3 Cells; 0.64% of 320,000 active; AID 2685; lipid storage change, negative = inhibition, % at the top dose, mostly 46.1 µM; hits show Potency in µM; Drosophila S3 cells, BODIPY lipid droplet fluorescence, 18-24 h; cells fed with added oleic acid; active = well fitted inhibition curve with a large enough effect in the signal ratio, with a control signal flat, not every such curve was filed as active; inconclusive = small, poorly fitted or top-dose-only effect, or effect the other way, or a change in a side signal; the % refers to the signal ratio
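Laser-scanning cytometry quantifies lipid droplet accumulation (500–530 nm total intensity; droplet/cell object ratio) in oleic acid-fed (400 uM added) Drosophila S3 cells treated with a concentration series. 20 uM Triacsin C defined 100% inhibition.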
S3 lipid droplet cell count max = also measured in S3 lipid droplet; calls as there; cell number change, %; measured here: cell count max response;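 cells counted by Cell Tracker Red CMTPX staining in the red channel; peak over a dose series mostly up to 46.1 µM; percent activity relative to internal control wells on each plate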
An asterisk follows results filed as active; i = inactive; ? = inconclusive; · = no result given. % is scaled to controls: 0 for no effect and ±100 for the full control effect; potency is read from the fitted curve at half-maximal effect. Not all compounds are listed (hit frequency here may not be typical).

Order of results – S3 lipid droplet | S3 lipid droplet cell count max
CCCCOC(=O)C1C2C=C[C@]3(CN(C(C)c4ccc(OC)cc4)C(=O)[C@H]13)O2 (stereo partly specified)
→ ? | ·
COc1cc(/C=N/NC(=O)c2ccccc2O)ccc1OCC(=O)Nc1ccccc1
→ ? | ·
O=C(c1ccc(O)c(Cl)c1)N1CCN(S(=O)(=O)c2ccccc2)CC1
→ -15% | -29
O=C(c1ccco1)N1CCC(c2nc3c(nnn3Cc3c(Cl)cccc3Cl)c(=O)[nH]2)CC1
→ ? | ·
Cc1c(NC(=O)C(C)Sc2nccn2C)c(=O)n(-c2ccccc2)n1C (stereo unspecified)
→ ? | ·
O=C(CNC(=O)c1ccc(Cl)cc1Cl)NCC(=O)Nc1ccccc1N1CCOCC1
→ 16% | -11
CC(C)N1CCN(CC2COc3ccccc3O2)CC1 (stereo unspecified)
→ -1% | 11
C=C(c1ccc(OCCO)cc1)c1ccc(OCCO)cc1
→ i | ·
Cc1cccc(NC(=O)N(Cc2nc3ccccc3c(=O)[nH]2)C2CCCC2)c1
→ 0% | -15
COc1ccccc1C(=O)NNC(=O)C(=O)NC1CCCCC1
→ i | 19
COCc1cc(C)nc(SCC(=O)Nc2cc(C(F)(F)F)ccc2N2CCOCC2)c1C#N
→ ? | ·
Fc1cccc(Cc2noc(CN3CCOCC3)n2)c1
→ -11% | 5
COC(=O)Cc1ccc(NC(=S)N2CCCC(CO)C2)cc1 (stereo unspecified)
→ 6% | 19
Cc1ccc(CNC(=O)CCCCn2c(=O)[nH]c3ccsc3c2=O)cc1
→ 24% | 63
CCOC(=O)C(NC(=O)CC(C)C)(Nc1sc2c(c1C(N)=O)CCCC2)C(F)(F)F (stereo unspecified)
→ ? | ·
CCCCSc1nc(CCC)cc(=O)[nH]1
→ i | 3
COc1cccc(C2C(C(=O)OC(C)C)=C(C)N=c3s/c(=C\c4ccc(C(=O)O)cc4)c(=O)n32)c1 (stereo unspecified)
→ ? | ·
Cc1nc2ncnn2c(C)c1CCC(=O)N1CCc2ccccc21
→ 15% | 17
COC(=O)CSCc1nc2ccccc2[nH]c1=O
→ ? | ·
NC(=O)c1c(NC(=O)c2cccnc2)sc2c1CCCCC2
→ ? | ·
COc1ccc(C(=O)c2sc3nc(-c4ccc(OC)cc4)ccc3c2N)cc1
→ ? | ·
c1ccc(CCc2nc(-c3cccnc3)no2)cc1
→ i | -11
Cc1cccc2c(CC(=O)O)noc12
→ ? | ·
CC(C)CC(=O)N1CCN(Cc2ccc(Cl)cc2)CC1
→ 11% | 1
Cc1cc(C)c(NC(=O)c2ccc(CN3CCc4ccccc4C3)cc2)c(C)c1
→ ? | ·
CC(C)CNC(=O)c1ccccc1Oc1ccccc1
→ ? | ·
COc1ccc(-c2cc(-c3ccc(O)cc3)nc(N)c2C#N)cc1OC
→ 2% | -7
CCN(CC)P(=O)(Nc1ccc(SC(F)F)cc1)c1ccc(N(C)C)cc1NC(=O)c1ccco1 (stereo unspecified)
→ 9% | -17
CCCCCCCNC(=O)C1(CC2CC(c3ccc(Cl)cc3)=NO2)CCNCC1 (stereo unspecified)
→ i | -6
C=CCNC(=S)/C(=C(\[O-])c1ccc(Cl)cc1)[n+]1ccccc1
→ 0% | 6
COc1ccc(C(C)(C)C)cc1NC(=O)CNc1cccc2ccccc12
→ -2% | -2
CCOc1ccccc1/C=C(/NC(=O)c1ccccc1)C(=O)NC(C)c1ccccc1 (stereo unspecified)
→ ? | ·
CCC(C)OC(=O)n1ccc(C(=O)Nc2nccs2)n1 (stereo unspecified)
→ -4% | -1
CC(C)Sc1nc2ncnc(N)c2[nH]1
→ ? | ·
COc1ccc(OC)c(S(=O)(=O)N(C)CC(=O)Nc2ccc3c(c2)OCO3)c1
→ ? | ·
O=C(O)CNc1ccccc1C(=O)O
→ ? | ·
Cc1cccc(OCC(=O)NC(=S)Nc2ccc(S(=O)(=O)NC3CCCCC3)cc2)c1
→ ? | ·
CCCCN(C(=O)c1cccc(-n2cccc2)c1)c1c(N)n(CCCC)c(=O)[nH]c1=O
→ 15% | ·
CCOc1ccc(N2C(=O)CN(c3cccc4ccccc34)C2=S)cc1
→ ? | ·
CCN(CC)C(=S)NC(=O)C12CC3CC(CC(C3)C1)C2
→ ? | ·
Cc1cnc(C(=O)OCC(=O)Nc2ccc(C)c(S(=O)(=O)N(C)C)c2)cn1
→ -6% | -14
O=C(c1ccc(-c2ccc([N+](=O)[O-])cc2)o1)N1CCN(S(=O)(=O)c2cccs2)CC1
→ 1% | 11
CCN(c1ccc(NC(=O)COC(=O)c2ccc(C)s2)cc1)C(C)C
→ 11% | ·
COc1ccc(-c2[nH]ncc2/C=C(/C#N)C(=O)NC2CCCCC2)cc1
→ ? | ·
CC(=O)Nc1ccc(N2C(=O)CC(N3CC(C)OC(C)C3)C2=O)cc1 (stereo unspecified)
→ ? | ·
Cc1csc(NC(=O)CSc2nnc(-c3ccco3)n2C)n1
→ ? | ·
CCC(C)[C@H]1CNC(=S)N1CCc1cc(C(F)(F)F)cc(C(F)(F)F)c1 (stereo partly specified)
→ 10% | 1
CCOC(=O)CNC(=S)N1CCn2c(nc3ccccc32)C1
→ ? | ·
O=C(Nc1ccc(Br)cc1)C1CCC(=O)N1Cc1ccccc1Cl (stereo unspecified)
→ 23% | 24
COc1ccc(-c2nc(SC)n(C(=O)c3ccco3)n2)cc1
→ ? | ·
O=c1c2cn[nH]c2[nH]c(=S)n1-c1ccccc1
→ 4% | 14
C#CCOCCOCCOCCNc1nc(N2CCN(C(=O)[C@H]([C@@H](C)CC)n3cc([C@@H](N)Cc4ccc(O)cc4)nn3)CC2)nc(N2CCN(C(=O)[C@H](Cc3cc4ccccc4[nH]3)n3cc([C@@H](N)C(C)CC)nn3)CC2)n1 (stereo partly specified)
→ -3% | -16
O=C(c1cccc(Cl)c1)C1CCCN(Cc2ccc(N3CCNC3=O)cc2)C1 (stereo unspecified)
→ -3% | -1
Cc1c(Cl)cccc1NC(=O)C1C2C=CC(C2)C1C(=O)O (stereo unspecified)
→ ? | ·
O=C(O)COC(=O)C1C(c2ccccc2)C(C(=O)O)C1c1ccccc1 (stereo unspecified)
→ ? | ·
CC12C=CC3(CN(Cc4ccccc4)C(=O)C3C1C(=O)NCc1ccco1)O2 (stereo unspecified)
→ 11% | -1
Cc1ccnc(NC(=O)CCC2CCCCC2)c1
→ ? | ·
Cc1ccc(-n2c(SCC(N)=O)nc3c(oc4ccccc43)c2=O)cc1
→ 8% | 4
CN(Cc1ccco1)C(=O)C(Cc1ccccc1)NS(=O)(=O)c1ccc2c(c1)CCC(=O)N2 (stereo unspecified)
→ ? | ·
Cc1cccc(OCc2nnc(SCC(=O)N3CCc4ccccc43)n2C)c1
→ ? | ·

A different layout for seven compounds above.
canonical_smiles	S3 lipid droplet	S3 lipid droplet cell count max
Cc1ccc(CNC(=O)CCCCn2c(=O)[nH]c3ccsc3c2=O)cc1	24%	63
O=c1c2cn[nH]c2[nH]c(=S)n1-c1ccccc1	4%	14
COC(=O)Cc1ccc(NC(=S)N2CCCC(CO)C2)cc1 (stereo unspecified)	6%	19
Cc1cccc(OCc2nnc(SCC(=O)N3CCc4ccccc43)n2C)c1	?	·
COc1cccc(C2C(C(=O)OC(C)C)=C(C)N=c3s/c(=C\c4ccc(C(=O)O)cc4)c(=O)n32)c1 (stereo unspecified)	?	·
Cc1cc(C)c(NC(=O)c2ccc(CN3CCc4ccccc4C3)cc2)c(C)c1	?	·
CCCCCCCNC(=O)C1(CC2CC(c3ccc(Cl)cc3)=NO2)CCNCC1 (stereo unspecified)	i	-6

Next structures:
Order of results – S3 lipid droplet | S3 lipid droplet cell count max
O=C1c2ccccc2C(=O)c2c1cccc2N1CCN(CCO)CC1
→ ? | ·
CCOc1ccc(S(=O)(=O)NCCC(=O)NCc2cccnc2)cc1
→ ? | ·
CCSc1nnc(NC(=O)CSc2nnc(Cc3cccn3C)n2CCc2ccccc2)s1
→ i | ·
CC(C)OC(=O)CC(=O)c1sc2nc3c(cc2c1N)CN(C)CC3
→ ? | ·
CCCCOc1ccc(CNC(=S)N/N=C/c2ccc(OC)c(OC)c2)cc1
→ ? | ·
O=C(NCCCSc1ccccc1)c1cnc(Cl)c(Cl)c1
→ ? | ·
CCOC(=O)c1sc(NC(=O)CSc2ncccn2)c(C#N)c1C
→ i | -10
Cc1noc(C)c1COC(=O)c1ccc2c(c1)OCCO2
→ 7% | 11
CCCNC(=O)c1nc(C)n(-c2cc(Cl)cc(Cl)c2)n1
→ -7% | -1
COc1ccccc1NC(=O)C1CCN(S(=O)(=O)c2ccc3c(c2)NC(=O)C(C)S3)CC1 (stereo unspecified)
→ i | 8
CCCN(CCC)C(=O)CSc1nc2n[nH]c(C)c2c(=N)n1-c1ccc(OC)cc1
→ 10% | -25
CCN(CC)CCNC(=O)c1ccccc1C(=O)c1ncc[nH]1
→ i | -17
C[C@@H]1CCC(=O)N(C[C@@H](C)CSc2ccc(Br)cc2)CC1
→ 1% | -17
O=C(Cc1ccccc1)NNC(=S)Nc1ccccc1
→ ? | ·
COc1cccc(-c2nc3c(c(=O)[nH]c(=O)n3Cc3ccccc3)n2CCO)c1OC(F)F
→ i | 12
CC(C)c1ccc(O)c(NC(=O)c2cncc(Br)c2)c1
→ ? | ·
N#CCCn1cc(C(=O)Nc2ccc(C(=O)O)cc2)c(-c2cc3ccccc3o2)n1
→ ? | ·
O=C(Nc1ccccc1)c1cccc2c(Br)cccc12
→ -19% | 26
Cc1cccc(-n2nc(C)c3c2NC2=C(C(=O)CCC2)C3c2ccccn2)c1 (stereo unspecified)
→ 9% | 22
CN1C(C(=O)NCc2cccc(C(F)(F)F)c2)CC2Cn3c(nc4cc(Cl)c(Cl)cc43)C21 (stereo unspecified)
→ ? | ·

Ordered by molecular weight (low to high): part of the list above.
Order of results – S3 lipid droplet | S3 lipid droplet cell count max
CCCNC(=O)c1nc(C)n(-c2cc(Cl)cc(Cl)c2)n1
→ -7% | -1
COc1ccccc1NC(=O)C1CCN(S(=O)(=O)c2ccc3c(c2)NC(=O)C(C)S3)CC1 (stereo unspecified)
→ i | 8
CCSc1nnc(NC(=O)CSc2nnc(Cc3cccn3C)n2CCc2ccccc2)s1
→ i | ·

Next results follow.
Order of results – S3 lipid droplet | S3 lipid droplet cell count max
O=C(CCSc1nnc(-c2ccncc2)o1)Nc1ccccc1Cl
→ ? | ·
COC(=O)C1(CO)NC(c2ccc(C)cc2)C2C(=O)N(c3ccccc3)C(=O)C21 (stereo unspecified)
→ -16% | -8
COC(=O)Cn1nc(-c2ccccc2)c2ccccc21
→ ? | ·
CCN1CCN(c2ccc(S(=O)(=O)N3CCOCC3)cc2NC(=O)c2cc(Cl)nc3ccccc23)CC1
→ ? | ·
CCCC(C)c1nnc(NC(=O)CN2C(=O)c3ccccc3C2=O)s1 (stereo unspecified)
→ ? | ·
CCC(C)N(C(=O)CSc1nc(C)c(C)c(C)c1C#N)C1CCS(=O)(=O)C1 (stereo unspecified)
→ ? | ·
Cc1ccc(S(=O)(=O)N2CCN(C(=O)COC(=O)c3ccccc3Cl)CC2)c(C)c1
→ ? | ·
COc1cc(C(=O)N2c3ccccc3CCC2C)cc(OC)c1OC (stereo unspecified)
→ ? | ·
O=C1COCC(=O)N1CCc1c[nH]c2ccccc12
→ ? | ·
Clc1ccc(-n2nnc(-c3cccnc3Cl)n2)cc1Cl
→ -21% | 24
CCN1CCN(CCCN(Cc2ccco2)C(=S)Nc2ccc(C)c(Cl)c2)CC1
→ ? | ·
CCOC(=O)N/N=C/c1ccccc1F
→ 3% | 14
COc1ccccc1NC(=O)CCCC(=O)OC(C)C(=O)c1ccccc1 (stereo unspecified)
→ i | 13
COc1ccc(C(=O)c2ccsc2N)cc1
→ 9% | 16
CCOC(=O)C(=NCCCN(C)C)NNc1ccc(Br)cc1
→ 11% | 23
CCOc1ccc2oc(C(=O)NNC(=O)c3ccccc3O)c(C)c2c1
→ 2% | 12
O=C(NCCc1ccccc1)c1noc2c1CCc1ccccc1-2
→ ? | ·
Cc1ccccc1C1C(=O)c2ccccc2C1=O
→ 21µM* | 14*
Cc1nc(SCC(=O)Nc2nccs2)c(C#N)c(C)c1C
→ i | -10
CC(=O)c1cccc(N(C(=O)c2ccccn2)C(C(=O)NC2CCCCC2)c2cccs2)c1 (stereo unspecified)
→ ? | ·
Cc1ccc(S(=O)(=O)N2CCCC(C(=O)NCCC3=CCCCC3)C2)cc1 (stereo unspecified)
→ i | 15
Cc1ccccc1-n1c(=S)[nH]c2nc3c(cc2c1=O)CCCC3
→ 23% | -15
CN1C[C@@H]2C(c3ccc(C(F)(F)F)cc3)C3(c4ccccc4)CC2(C3)[C@H]1c1ccccc1 (stereo partly specified)
→ i | ·
CCNC(=S)N/N=C(\C)c1ccc2c(c1)OCCO2
→ ? | ·
CN(Cc1cccs1)C(=O)CSc1nc(N)cc(N)n1
→ ? | ·
CCc1ccc(OCC(=O)NC2CC(C)(C)NC(C)(C)C2)cc1
→ ? | ·
COc1cc(C(=O)NCC(=O)N2CCN(S(=O)(=O)c3cc(C)ccc3C)CC2)cc(OC)c1OC
→ -28% | 13
CCC(C)NCCCOc1ccc(Cl)cc1C(C)(C)C (stereo unspecified)
→ -2% | -2
O=C1NCCCc2nc(Oc3ccccc3)sc21
→ 7% | -6
Cn1nccc1C(=O)N1CCN(c2cccc(Cl)c2)CC1
→ ? | ·
N#CCc1ccc(NC(=O)c2ccc(S(=O)(=O)N3CCOCC3)cc2)cc1
→ 15% | 21
CCCCCC(=O)Nc1nc(C)c(-c2csc(Nc3ccccc3OC)n2)s1
→ ? | ·
Cc1c(NC(=O)CC(O)(C(F)(F)F)C(F)(F)F)c(=O)n(-c2ccccc2)n1C
→ i | -17
CCOC(=O)c1c(C)[nH]c(C(=O)N2CCC(C(=O)OCC)CC2)c1C
→ ? | ·
CN(C(=O)c1ccc(S(=O)(=O)N2CCCC2)cc1)C1CCCCC1
→ 0% | -9

Assay outcomes from PubChem.
